Screening results from PubChem BioAssay.
Yp Topo-I inh: inhibitors of Yersinia pestis topoisomerase I; 360,000 compounds, 0.064% hits; AID 504884; Y. pestis Topo-I cleavage product accumulation, plate reader; activity, % at 10 µM; in the data active = activity above about 50%, passing the limit was not always enough; inconclusive = no clear call, values can overlap the other calls; also: inactives centre near 2
TcdB inh: TcdB glycohydrolase inhibition; P18177; TcdB glycohydrolase enzymatic assay, plate reader; inhibition, % at 9.99 µM; 350,000 compounds, 0.24% hits; AID 652162; in the data active = inhibition above about 10%
Target sequence (P18177 whole entry, looked up): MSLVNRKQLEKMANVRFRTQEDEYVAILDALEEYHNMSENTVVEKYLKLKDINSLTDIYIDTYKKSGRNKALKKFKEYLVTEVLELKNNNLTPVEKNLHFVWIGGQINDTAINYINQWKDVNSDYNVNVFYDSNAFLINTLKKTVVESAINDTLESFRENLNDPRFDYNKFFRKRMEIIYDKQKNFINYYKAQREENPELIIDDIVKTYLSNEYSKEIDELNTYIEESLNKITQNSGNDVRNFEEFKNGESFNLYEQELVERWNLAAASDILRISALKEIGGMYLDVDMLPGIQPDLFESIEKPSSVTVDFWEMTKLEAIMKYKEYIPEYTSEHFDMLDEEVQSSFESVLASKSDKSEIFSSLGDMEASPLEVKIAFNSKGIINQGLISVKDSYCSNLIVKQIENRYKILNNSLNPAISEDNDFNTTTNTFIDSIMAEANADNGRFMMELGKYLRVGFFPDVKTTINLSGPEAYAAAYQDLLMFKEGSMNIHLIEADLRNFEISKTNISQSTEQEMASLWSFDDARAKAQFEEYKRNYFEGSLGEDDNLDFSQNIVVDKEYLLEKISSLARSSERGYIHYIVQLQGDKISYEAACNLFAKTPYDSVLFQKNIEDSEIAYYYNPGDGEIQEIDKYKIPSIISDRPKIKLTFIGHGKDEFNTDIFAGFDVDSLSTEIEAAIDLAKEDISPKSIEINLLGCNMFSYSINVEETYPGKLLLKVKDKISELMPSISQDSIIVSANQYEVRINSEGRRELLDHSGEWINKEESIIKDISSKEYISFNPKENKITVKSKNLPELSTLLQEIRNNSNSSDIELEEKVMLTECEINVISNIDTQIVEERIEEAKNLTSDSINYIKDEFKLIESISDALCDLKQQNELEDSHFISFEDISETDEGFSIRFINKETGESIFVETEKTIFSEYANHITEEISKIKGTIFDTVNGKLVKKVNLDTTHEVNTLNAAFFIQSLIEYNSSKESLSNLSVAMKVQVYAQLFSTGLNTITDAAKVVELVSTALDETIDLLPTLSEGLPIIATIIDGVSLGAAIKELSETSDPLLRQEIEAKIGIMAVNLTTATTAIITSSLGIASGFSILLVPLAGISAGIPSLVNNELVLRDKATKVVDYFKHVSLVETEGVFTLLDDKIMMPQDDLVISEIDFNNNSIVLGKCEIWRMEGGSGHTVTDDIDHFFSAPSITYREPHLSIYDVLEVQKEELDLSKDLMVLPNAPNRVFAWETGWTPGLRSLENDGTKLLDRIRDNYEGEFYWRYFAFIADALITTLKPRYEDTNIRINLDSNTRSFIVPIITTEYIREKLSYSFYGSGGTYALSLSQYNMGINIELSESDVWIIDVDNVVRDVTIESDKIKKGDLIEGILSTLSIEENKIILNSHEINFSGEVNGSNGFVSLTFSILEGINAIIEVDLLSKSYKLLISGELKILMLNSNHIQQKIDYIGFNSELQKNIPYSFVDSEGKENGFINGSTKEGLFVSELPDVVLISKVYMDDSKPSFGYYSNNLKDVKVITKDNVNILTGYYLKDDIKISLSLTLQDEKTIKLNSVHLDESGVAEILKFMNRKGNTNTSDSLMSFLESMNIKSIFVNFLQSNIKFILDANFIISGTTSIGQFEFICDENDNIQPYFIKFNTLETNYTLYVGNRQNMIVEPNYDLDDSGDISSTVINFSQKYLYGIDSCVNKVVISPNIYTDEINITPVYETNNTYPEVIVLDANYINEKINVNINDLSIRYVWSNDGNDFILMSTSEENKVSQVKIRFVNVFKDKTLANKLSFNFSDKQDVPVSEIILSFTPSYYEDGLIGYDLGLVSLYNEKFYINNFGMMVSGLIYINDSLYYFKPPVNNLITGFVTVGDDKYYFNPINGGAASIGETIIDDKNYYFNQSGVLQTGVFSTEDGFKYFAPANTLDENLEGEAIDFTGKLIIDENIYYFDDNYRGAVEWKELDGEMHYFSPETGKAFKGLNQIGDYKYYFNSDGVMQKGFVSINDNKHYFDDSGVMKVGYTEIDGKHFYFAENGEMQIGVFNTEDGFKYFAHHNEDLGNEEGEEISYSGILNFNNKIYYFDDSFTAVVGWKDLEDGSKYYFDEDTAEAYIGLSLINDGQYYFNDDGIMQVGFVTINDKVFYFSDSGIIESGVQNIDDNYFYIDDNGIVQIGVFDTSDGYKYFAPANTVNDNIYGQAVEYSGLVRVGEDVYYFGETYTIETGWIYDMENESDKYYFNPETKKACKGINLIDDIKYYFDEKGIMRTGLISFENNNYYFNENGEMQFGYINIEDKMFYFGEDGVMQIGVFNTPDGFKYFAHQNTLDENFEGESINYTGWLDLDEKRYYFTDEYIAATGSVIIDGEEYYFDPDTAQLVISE
BH1578 lux ind: quorum light induction in luxS cqsA deficient V. cholerae | V. cholerae BH1578 lux reporter, luminescence, 6 h | activation, % at 18.7 µM | 350,000 compounds, 0.16% hits | AID 588436; in the data active = activation mostly above about 9.7%, no sharp cut-off; inconclusive = no clear call, values can overlap the other calls; inactive = mostly below about 3.7%; also: not every result past the cut was called active; inactives centre near 0; reference of the scale not given here
FadD28 FP inh: inhibitors of Mycobacterium tuberculosis FadD28 bisubstrate binding. FadD28 bisubstrate probe binding, fluorescence polarization. inhibition, % at 12.5 µM. 360,000 compounds, 0.22% hits. AID 588549; in the data active = inhibition above about 8.5%, passing the limit was not always enough; inconclusive = no clear call, values can overlap the other calls
PfHsp40 yeast: compounds rescuing yeast from Plasmodium falciparum HSP40 toxicity. S. cerevisiae expressing PfHsp40, growth rescue, ATP luminescence. growth rescue, % at 12.5 µM. 340,000 compounds, 0.68% hits. AID 504582; in the data active = growth rescue above about 28%, passing the limit was not always enough; inconclusive = no clear call, values can overlap the other calls;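 also: yeast W303a lacking pdr1 and pdr3 grown in galactose medium; growth measured after three days at 30 °C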
UGM FP inh: blocks M. tuberculosis UGM enzyme; P9WIQ1; purified UGM, fluorescence polarization probe displacement; inhibition, % at 10 µM; 320,000 compounds, 0.06% hits; AID 504406; in the data active = inhibition above about 10%, passing the limit was not always enough; inconclusive = no clear call, values can overlap the other calls
Mtb FBA inh: Mtb fructose-bisphosphate aldolase inhibition; P9WQA3; purified M. tuberculosis FBA, fluorescence read-out; inhibition, % at 1 µM; 360,000 compounds, 2.3% hits; AID 588726; in the data active = inhibition above about 27%;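 also: 0% = vehicle and 100% = reference inhibitor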
GDH-TPI inh: GDH-TPI coupled enzyme inhibition counter-screen | GDH-TPI coupled enzyme counterscreen, NADH absorbance | AID 588335 | inhibition, % at 4.8 µM | 360,000 compounds, 1.2% hits; in the data active = inhibition above about 30%;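 also: 0% = DMSO wells and 100% = wells lacking the enzyme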
Mtb BioA inh: inhibitors of Mycobacterium tuberculosis BioA enzyme | inhibition, % at 9.99 µM | 360,000 compounds, 0.096% hits | purified M. tuberculosis BioA enzyme, plate reader; in the data active = inhibition above about 40%; inconclusive = no clear call, values can overlap the other calls
* hit, by the source's call; i = inactive; ? = inconclusive; . = not tested or not shown.

entry	canonical_smiles	Yp Topo-I inh	TcdB inh	BH1578 lux ind	FadD28 FP inh	PfHsp40 yeast	UGM FP inh	Mtb FBA inh	GDH-TPI inh	Mtb BioA inh
1	CCCN1CCc2c(sc(NC(=S)NC(=O)c3ccccc3)c2C#N)C1	1	0.8	i	-5.5	-0.1	1.1	-8	-6	.
2	O=C(CSc1ccccn1)Nc1cccc2ccccc12	-5	.	-2.9	-4.1	-1.0	-1.9	3	-2	-1.3
3	COc1ccc(NC(=O)CC(NC(C)c2ccccc2)C(=O)O)cc1 (stereo unspecified)	2	1.0	i	-4.6	-1.1	-1.0	-2	-2	-1.4
4	O=S(=O)(NCCc1c[nH]c2ccccc12)c1ccccc1	5	1.0	-0.6	-1.3	0.2	-1.1	1	-3	1.2
5	CCc1ccc(NC(=O)Cn2c(SC)nc3ccccc32)cc1	-1	.	.	-3.4	0.1	0.7	-4	8	0.4
6	CC(OC(=O)CCc1ccccc1)C(=O)Nc1ncc(Cl)cc1Cl (stereo unspecified)	-2	0.5	i	-0.6	-0.6	5.3	0	2	2.2
7	CC1(C)NC(=O)N(CC(O)CN(c2ccccc2)S(=O)(=O)c2ccccc2)C1=O (stereo unspecified)	1	-0.3	i	-2.4	1.3	-5.0	-4	-5	-1.4
8	COC(=O)C1c2ccccc2-c2ccccc21	11	-1.1	-0.2	-1.1	-0.4	.	4	1	-0.4
9	C/C(=N\Nc1nc(-c2ccccn2)nc2ccccc12)c1ccc(F)cc1	5	.	-0.6	-0.3	-0.6	2.1	2	2	-2.1
10	Cc1ccc(NC(=O)CC2SCCNC2=O)cc1[N+](=O)[O-] (stereo unspecified)	-1	0.9	-0.3	0.2	1.1	0.9	-1	3	.
11	COc1ccccc1/C=C/C=NC1C(=O)N(c2ccccc2)[N+](C)=C1C (stereo unspecified)	-4	-1.5	-0.7	-1.5	-0.6	-0.2	2	9	-1.0
12	COc1cc(OC)c(C(=O)OCC(=O)Nc2nnc(-c3ccccc3)o2)cc1OC	7	0.4	0.8	-0.9	0.7	0.7	0	-4	-0.7
13	COc1ccc(CC(=O)Nc2nc(-c3ccc(F)c(F)c3)cs2)cc1OC	10	-0.4	-0.3	-1.0	25	2.4	-2	0	1.6
14	CSc1cc(C)nc(N(C)C(C)=O)n1	4	0.1	i	-1.5	-0.7	2.6	1	10	0.4
15	COc1ccc(NC(=O)/C(Cl)=C(/Cl)S(=O)(=O)Cc2ccc(C)cc2)cn1	0	.	0.5	-4.5	343*	.	-1	1	0.8
16	COc1ccc(CNC(=O)C2CCN(S(=O)(=O)c3ccc4nc5c(c(C(=O)O)c4c3)CCCC5)CC2)cc1	2	-0.3	-0.5	-2.5	.	.	-5	2	1.5
17	CCOC(=O)c1c(/N=C/C2C(=O)NC(=S)NC2=O)sc2c1CCC2	6	.	-0.4	0.0	-1.5	0.1	-1	4	-7.0
18	Nc1ccc(C#Cc2c(-c3ccsc3)oc3ccc(N4CCOCC4)cc23)cc1	1	0.9	i	2.8	0.6	-4.7	41*	22	-1.1
19	O=C(OCC(=O)N1CCCc2ccccc21)c1cc(S(=O)(=O)N2CCOCC2)ccc1O	14	1.7	0.1	-1.5	-0.1	2.5	10	6	-1.2
20	Cc1cnn(Cc2cccnc2)c1N	-1	0.6	-0.5	0.9	-0.4	1.1	-2	4	-1.1
21	CCOCCN1CCC(OC(C)=O)C(C)C1 (stereo unspecified)	4	.	i	-0.7	0.5	-0.7	5	6	-1.0
22	O=C1c2ccccc2C(=O)c2cc(S(=O)(=O)Nc3ccccc3)ccc21	-17	.	i	1.2	1.2	-1.0	-2	9	-1.7
23	CC(=O)Nc1ccc(S(=O)(=O)NCc2nnnn2-c2ccc(Cl)cc2)cc1	0	0.4	-0.7	-0.6	0.1	1.2	0	7	3.3
24	COC(=O)CN(c1ccc(OC)cc1)S(=O)(=O)c1ccc(OC)c(OC)c1	1	.	2.6	?	-0.4	-3.1	5	-6	-0.2
25	COC(=O)CNC(=O)C(C)NC(=O)CNC(=O)OCc1ccccc1 (stereo unspecified)	-4	.	i	-2.6	1.5	-3.4	-1	-3	.
26	CCOC(=O)[C@H]1[C@H]2COc3ccccc3[C@@H]2N2C(=O)c3cc(F)c(F)cc3NC(=O)[C@@]12C	-13	2.0	i	-3.9	-1.2	-1.2	1	-5	-0.9
27	COc1ccc(C2C3=C(CCCC3=O)Nc3c(-c4ccccc4)c(C)nn32)cc1 (stereo unspecified)	-6	.	i	0.7	-0.7	2.1	97*	45*	0.4
28	Cc1c(CN2CCc3c([nH]c4ccccc34)C2C2CCCCC2)cnn1C (stereo unspecified)	-5	2.1	-0.2	-1.7	1.4	-2.4	1	4	.
29	CCN(CC(=O)Nc1c(F)cccc1F)C(=O)c1ccc(OCc2c(C)noc2C)cc1	3	0.6	i	-3.4	-0.4	-0.9	-1	-2	0.4
30	CCOC(=O)CSc1nnc(CNC(=O)c2ccc(OC)cc2OC)n1C	0	.	i	-0.1	-1.2	-3.2	2	4	.
31	COc1cccc(NC(=O)CSc2ncc(S(=O)(=O)c3ccccc3)c(=O)[nH]2)c1	7	-1.8	i	-1.5	-0.3	-0.2	1	-8	-1.5
32	CCc1nc2c(OCCC3CCCCC3)cccn2c1N(C)C(=O)c1ccccc1F	28	1.2	-0.5	-5.8	.	.	-1	2	-1.2
33	Cn1c(C(=O)NCc2cccs2)cc2c(=O)n(C)c3ccccc3c21	34	0.7	i	-1.8	0.5	1.1	6	9	0.6
34	CCOC(=O)CCc1c(C)nc2c(c(C)nn2-c2ccccc2)c1C	2	0.3	2.4	1.0	0.0	-0.9	2	-2	-1.0
35	Cc1cccc(C)c1OCC(=O)Nn1c(COc2ccccc2)nc2ccccc2c1=O	-2	.	1.6	-1.7	1.1	0.8	1	4	.
36	Cc1ccc(C(=O)NCCNC(=O)CN2CCCC2)cc1	-2	.	-0.4	-2.7	-1.0	6.2	-4	5	.

Look-ups from the results shown:
Cc1cnn(Cc2cccnc2)c1N | UGM FP inh: 1.1
COc1ccc(NC(=O)/C(Cl)=C(/Cl)S(=O)(=O)Cc2ccc(C)cc2)cn1 | Mtb BioA inh: 0.8

Rewritten in transposed form: two of the compounds above.
29: CCN(CC(=O)Nc1c(F)cccc1F)C(=O)c1ccc(OCc2c(C)noc2C)cc1
30: CCOC(=O)CSc1nnc(CNC(=O)c2ccc(OC)cc2OC)n1C

| compound no. | 29 | 30 |
| --- | --- | --- |
| Yp Topo-I inh | 3 | 0 |
| TcdB inh | 0.6 | . |
| BH1578 lux ind | i | i |
| FadD28 FP inh | -3.4 | -0.1 |
| PfHsp40 yeast | -0.4 | -1.2 |
| UGM FP inh | -0.9 | -3.2 |
| Mtb FBA inh | -1 | 2 |
| GDH-TPI inh | -2 | 4 |
| Mtb BioA inh | 0.4 | . |

(next part)
entry	canonical_smiles	Yp Topo-I inh	TcdB inh	BH1578 lux ind	FadD28 FP inh	PfHsp40 yeast	UGM FP inh	Mtb FBA inh	GDH-TPI inh	Mtb BioA inh
37	CC(=O)C(Cc1ccc(Cl)nc1)Cc1ccc(Cl)nc1	9	1.2	-0.3	-1.3	1.1	1.4	0	-4	.
38	Cn1c(N)c(C(=O)COC(=O)c2cccc(S(=O)(=O)N3CCOCC3)c2)c(=O)n(C)c1=O	5	0.6	.	-0.2	-0.2	2.6	3	2	.
39	N#Cc1nc(COc2ccc(Br)cc2)oc1N1CCCCCC1	-13	-0.4	-0.4	-1.0	-0.2	1.5	2	13	-4.6
40	COc1ccccc1NCC(=O)n1nc(C)cc1C	6	8.7	1.4	-1.0	0.8	.	3	-2	.
41	COc1cc(NC(=O)CCc2ccccc2)nc(OC)n1	7	.	1.2	-2.9	0.5	2.4	0	10	.
42	COc1ccccc1N(C)S(=O)(=O)c1ccc(C(=O)OCC(=O)NCC(F)(F)F)cc1	-1	0.6	-0.5	-2.0	9.3	1.3	-2	-2	.
43	Cc1ccccc1-n1nc2c(c1NC(=O)c1ccc(Br)o1)CSC2	0	.	-0.3	-1.7	-0.8	0.4	2	1	.
44	CC(C)CN(CC(C)C)CC(O)COc1ccccc1Br (stereo unspecified)	29	2.5	-0.3	-3.9	-0.5	-0.4	2	-9	2.3
45	Cc1oc(-c2ccccc2)nc1C(=O)OCC(=O)NCc1ccccc1	11	2.6	-3.1	.	-0.4	-2.9	6	3	3.0
46	O=C1CC2c3ccccc3C1C1C(=O)N(CCO)C(=O)C21 (stereo unspecified)	1	-0.1	1.6	-2.2	-1.0	2.8	-1	-6	.
47	Cc1ccc(F)c(S(=O)(=O)NC(=O)C2(C)CCN2C(=O)CC(c2ccccc2)c2ccccc2)c1 (stereo unspecified)	0	0.8	i	-2.3	.	.	-1	5	-0.2
48	COC(=O)CS(=O)(=O)c1cc(Br)cc2c1N(C(C)=O)CC2	4	.	i	-0.8	0.2	-0.2	4	-4	-0.2
49	CC12CCC(C(=O)N(CCCN3CCN(Cc4ccccc4)CC3)C1=O)C2(C)C (stereo unspecified)	13	9.1	i	-0.4	-0.1	-1.5	0	9	0.5
50	CCOC(=O)N1CCC(NC(=O)c2cc(-c3ccc(F)cc3)[nH]c2C)CC1	5	.	i	-3.2	-0.1	0.2	-1	-11	-1.2
51	Cn1cnnc1SCC(=O)Nc1ccc2nc(SCc3cccc4ccccc34)sc2c1	43	.	i	-0.2	-0.4	-0.9	2	6	.
52	COc1cccc(CN2CCNCC2)c1OC	5	-0.8	0.7	-1.7	0.2	-1.7	-2	4	-0.7
53	O=C1NC(c2ccccc2)(C(F)(F)F)C(=O)N1Cc1cccnc1 (stereo unspecified)	-10	.	-0.6	-4.8	?	0.8	4	-1	-0.3
54	CCOC(=O)C1CCCN(C(=O)c2[nH]c(C(F)(F)F)nc2-c2ccccc2)C1 (stereo unspecified)	.	-0.4	.	-0.9	.	.	-1	.	-1.4
55	Cc1ccc2cc(CN(CCCN(C)C)C(=S)NCc3ccccc3)c(=O)[nH]c2c1C	-1	3.9	-0.5	-2.6	-1.4	.	-5	5	.
56	Cc1ccc(S(=O)(=O)NCc2cccnc2)cc1C(=O)NC1CCCCC1	-9	1.6	14	-0.3	0.1	-0.3	3	8	-3.8
57	CC(=O)c1cc2c(cc1NC(=O)CN1CCCCC1C)OCO2 (stereo unspecified)	4	0.9	-0.1	-0.6	1.1	-2.4	8	7	-0.9
58	Cc1ccccc1NC(=O)CCCC(=O)c1ccccc1	-7	-10	i	1.4	1.4	-2.0	6	1	-1.2
59	COc1ccc(OC)c(NC(=O)CSCC(=O)O)c1	1	.	17*	-1.3	-0.7	1.5	-1	-1	0.4
60	COc1ccc(N2CCN(C(=O)COc3ccc(S(=O)(=O)N4CCOCC4)cc3C)CC2)cc1	27	0.8	-0.2	-3.6	-0.1	-4.0	0	-2	0.7
61	CC(C)C(=O)Nc1ccc(C(=O)NNC(=S)NC(=O)c2ccco2)cc1	-6	-1.1	3.7	-0.3	15	4.5	1	3	.
62	O=C(O)c1ccc(-c2nc(-c3cccc(C(F)(F)F)c3)cs2)cc1	8	-0.1	i	-11	0.0	.	-2	-3	.
63	COc1ccc(N(C(=O)C2CSC(=O)C2)C(C(=O)NC(C)(C)C)c2ccncc2)cc1 (stereo unspecified)	-2	-1.2	i	-1.7	-0.4	-2.1	-1	-2	.
64	COc1ccc(-c2sc3cc4c(cc3c2-c2ccc3c(c2)OCCO3)OCO4)cc1	-6	0.7	-7.1	-4.6	1.9	0.5	-3	1	-1.0
65	Cc1c(C(=O)NCc2cccc([N+](=O)[O-])c2)sc(=O)n1Cc1ccc(C(C)C)cc1	43	-0.2	-0.4	-4.3	.	.	-1	5	-0.5
66	CCC1(c2ccccc2)NC(=O)N(CC(=O)N(c2ccccc2)C2CCS(=O)(=O)C2)C1=O (stereo unspecified)	7	0.6	.	-4.6	1.5	-0.9	-4	-5	.
67	C/C(NC(=O)c1cccc(F)c1)=C1/C(=O)C[C@@H]2[C@H]1C2(C)C	0	.	i	-1.3	0.1	0.9	4	13	.
68	COc1ccc(CCC(=O)N2CCN(c3ccc([N+](=O)[O-])cc3)CC2)cc1OC	1	0.1	-0.5	-1.9	-0.4	-1.1	-8	-6	1.8

An unsorted share of the library; any-hit rate near 4.6%.
